NPSR antagonist: qHTS Assay for Antagonists of the Neuropeptide S Receptor: cAMP Signal Transduction; actives 1% (n = 220,000); Potency, µM (titrated, usually from 38.3 µM), for inactives: at the top dose activity change, negative = inhibition, actives largely listed as inhibitors; CHO-NPSR cells, cAMP TR-FRET, antagonist mode; further: potency means the concentration at half of the fitted maximal effect; on the % scale 0 is the no-effect control and ±100 the full control effect; nearly all actives have a fitted effect of over 50% in size; many of its hits are not listed in these tables
aGal spleen mod: qHTS Assay for Inhibitors and Activators of Human alpha-Galactosidase From Spleen Homogenate; Alpha-galactosidase A (Homo sapiens), P06280; human spleen homogenate, 4MU-alpha-Gal fluorescence, 40 min; Potency, µM (top dose mostly 80 µM), inactives show at the highest dose activity change, negative = inhibition, actives largely listed as inhibitors; actives 0.008% (n = 240,000);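 further: potency means the concentration at half of the fitted maximal effect; 0% = enzyme with vehicle and -100% = no enzyme basal signal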
Target sequence (P06280 32-429 limits assumed): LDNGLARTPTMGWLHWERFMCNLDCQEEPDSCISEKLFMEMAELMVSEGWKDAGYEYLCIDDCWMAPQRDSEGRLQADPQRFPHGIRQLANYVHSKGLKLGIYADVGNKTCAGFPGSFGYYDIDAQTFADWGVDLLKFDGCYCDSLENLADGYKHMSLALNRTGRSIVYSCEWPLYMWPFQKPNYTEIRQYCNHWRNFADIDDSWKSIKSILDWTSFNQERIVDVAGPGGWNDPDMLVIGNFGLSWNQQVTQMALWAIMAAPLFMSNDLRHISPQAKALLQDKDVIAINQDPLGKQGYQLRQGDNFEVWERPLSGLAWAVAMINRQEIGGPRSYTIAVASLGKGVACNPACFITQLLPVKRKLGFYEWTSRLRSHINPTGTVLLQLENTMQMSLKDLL
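Human spleen homogenate (1 ug) as enzyme source, 4-methylumbelliferyl-alpha-D-galactopyranoside 1 mM final, citrate/phosphate pH 5.0 with 0.01% Tween-20. Compounds 40 min at 37C, NaOH/glycine stop; fluorescence Ex 365/Em 440, Hill-fit AC50.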
Epigenetic derep: Quantitative High-Throughput Screen for Regulators of Epigenetic Control; murine LDR cells, GFP reporter derepression, 30 h; Potency, µM (top dose mostly 53.9 µM), for inactives: at the highest dose GFP activation, most hits filed as activators; actives 0.2% (n = 280,000); AID 1865, 2009; further: potency means the concentration at half of the fitted maximal effect; % of control where 0% means no effect; nearly all actives have a fitted effect of over 60% in size
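GFP-positive cell count by laser-scanning cytometry (objects 20–120 um) after 30 h, 37 C compound exposure of murine LDR cells; reporter is CMV-GFP integrated at a silenced locus, inducible by HDAC or DNMT inhibitors.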
Tau fluor counter: Counterscreen qHTS for Inhibitors of Tau Fibril Formation, Fluorescence Polarization | tau K18 P301L Alexa594 fluorescence, heparin fibrillization | Potency, µM (series often up to 57.7 µM), without a hit: at the highest dose activity change, negative = decrease | actives 0.93% (n = 280,000); further: potency means the concentration at half of the fitted maximal effect; on the % scale 0 is the no-effect control and ±100 the full control effect; nearly all actives have a fitted effect of over 55% in size
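Human tau K18 P301L (15 uM unlabeled, 0.24 uM Alexa 594-labeled) in 100 mM sodium acetate pH 7 with 20 uM heparin, 6 hr at 37 C. ThT 30 uM added, 1 hr ambient; Alexa 594 FP and total fluorescence read at 555/632 nm.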
Tau FP inhib: qHTS for Inhibitors of Tau Fibril Formation, Fluorescence Polarization; Microtubule-associated protein tau (Homo sapiens), P10636; K18 P301L tau heparin fibrillization, Alexa594 FP, 6 h; Potency, µM (top dose mostly 57.7 µM), inactives show at the highest dose activity, negative = inhibition, actives largely listed as inhibitors; actives 0.39% (n = 280,000); AID 1468, 2008; further: potency means the concentration at half of the fitted maximal effect; on the % scale 0 is the no-effect control and ±100 the full control effect; nearly all actives have a fitted effect of over 55% in size
Target sequence (P10636 561-689 P618L limits assumed): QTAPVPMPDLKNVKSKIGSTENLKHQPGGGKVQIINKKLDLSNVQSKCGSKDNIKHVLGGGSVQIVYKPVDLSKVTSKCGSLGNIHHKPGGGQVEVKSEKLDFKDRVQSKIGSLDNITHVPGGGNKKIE
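Compound effects on tau fibrillization are measured by Alexa 594 fluorescence polarization (ex 555, em 632 nm). K18 P301L tau is used at 15 uM with 0.24 uM labeled tracer, and 20 uM heparin induces aggregation over 6 hr at 37 C.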
CBFb RUNX1 block: qHTS Assay for Compounds Blocking the Interaction Between CBF-beta and RUNX1 for the Treatment of Acute Myeloid Leukemia; Runt-related transcription factor 1 (Homo sapiens) + Core-binding factor subunit beta …; AlphaScreen CBFb-His/RUNX1-biotin binding, biochemical; Potency, µM (titrated, usually from 59.8 µM), for inactives: at the top dose activity, negative = inhibition, actives largely listed as inhibitors; 230,000 tested, under 10 active; further: % of control where 0% means no effect
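AlphaScreen binding: CBFb-His and RUNX1-biotin (30 nM each) preincubated 20 min, compound added for 15 min, then nickel and streptavidin beads for 90 min, all at room temperature. Disruption of the interaction by any mechanism counts as activity.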
TR SRC2 fluor cs: Total Fluorescence Counterscreen for Inhibitors of the Interaction of Thyroid Hormone Receptor and Steroid Receptor Coregulator 2. TRb/SRC2 Texas Red total fluorescence interference. Potency, µM (series often up to 106 µM), for inactives: at the top dose fluorescence change, negative = quenching. actives 0.29% (n = 280,000). AID 1479, 2009; active means well fitted curve in either direction with a large enough effect; inconclusive means small, poorly fitted or top-dose-only effect; further: potency means the concentration at half of the fitted maximal effect; on the % scale 0 is the no-effect control and ±100 the full control effect
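Human TRβ ligand-binding domain (0.6 uM) and Texas Red SRC2 peptide (20 nM) in Tris buffer with 1 uM T3 and 5% DMSO were incubated with pinned compound for 5 hr at ambient temperature. Total fluorescence was computed as S + 2P (555/632 nm).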
TRb-SRC2 inh: qHTS for Inhibitors of the Interaction of Thyroid Hormone Receptor and Steroid Receptor Coregulator 2; actives 0.065% (n = 280,000); TRbeta-SRC2 peptide binding, fluorescence polarization; receptor liganded with 1 µM T3; Potency, µM (doses to about 106 µM), without a hit: at the top dose activity change, negative = inhibition, usual class: inhibitors; Thyroid hormone receptor beta (Homo sapiens), P10828;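 further: potency means the concentration at half of the fitted maximal effect; plate controls were bound peptide for no effect and peptide without receptor for full effect; nearly all actives have a fitted effect of over 50% in size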
Target sequence (P10828 whole entry, looked up): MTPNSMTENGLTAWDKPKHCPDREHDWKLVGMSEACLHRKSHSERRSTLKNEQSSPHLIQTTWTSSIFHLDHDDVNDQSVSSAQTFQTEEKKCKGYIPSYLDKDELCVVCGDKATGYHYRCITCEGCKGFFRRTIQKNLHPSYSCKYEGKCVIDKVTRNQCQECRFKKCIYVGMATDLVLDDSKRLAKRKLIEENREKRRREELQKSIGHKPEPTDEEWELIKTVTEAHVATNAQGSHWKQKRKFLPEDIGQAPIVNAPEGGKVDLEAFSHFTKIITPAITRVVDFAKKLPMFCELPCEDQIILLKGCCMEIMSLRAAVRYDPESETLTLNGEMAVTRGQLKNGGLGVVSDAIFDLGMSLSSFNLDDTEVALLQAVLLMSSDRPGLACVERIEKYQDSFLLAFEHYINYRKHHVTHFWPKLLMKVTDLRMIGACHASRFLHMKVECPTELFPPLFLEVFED
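Binding of a 20-amino-acid Texas Red SRC2 peptide (20 nM) to TRb ligand-binding domain (0.6 uM) with agonist T3 at 1 uM was followed by fluorescence polarization after a 5 hr room-temperature incubation.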
The depositor's hits bear a star; [ ] = another dose, or the depositor's remark. Unless noted, the call rests on the fitted dose curve; in most records, active means well fitted curve in the direction sought with a large enough effect; inconclusive means small, poorly fitted or top-dose-only effect, or another doubt; inactive means no such curve, though single readings can be large; an effect the other way counts as inactive or inconclusive.

Screening COc1ccc(S(=O)(=O)N2CCN(c3ccc4nnc(-c5ccc(F)cc5)n4n3)CC2)cc1 returned NPSR antagonist -9%[46.1 µM], aGal spleen mod -2%, Epigenetic derep -1.8%, Tau fluor counter -24%, Tau FP inhib -3%, CBFb RUNX1 block -10%, TR SRC2 fluor cs -4% and TRb-SRC2 inh -6%.
For CCOC(=O)c1ccc(NC(=O)c2nn(C)c3c2COc2ccccc2-3)cc1 the results were Epigenetic derep -6.5%, Tau fluor counter -21%, Tau FP inhib -11%, TR SRC2 fluor cs 0% and TRb-SRC2 inh 10%.
CCCc1ncc(C(O)c2cccc(OC)c2OC)n1C (stereo not given) was read as NPSR antagonist 6%[46.1 µM], aGal spleen mod -9%, Epigenetic derep -1.0%, Tau fluor counter 5%, Tau FP inhib -1%, CBFb RUNX1 block 9%, TR SRC2 fluor cs 1% and TRb-SRC2 inh 9%.
Screening C=CCn1c(CCSCc2ccc(OC)c(C)c2)n[nH]c1=S returned NPSR antagonist -28%, aGal spleen mod 1%, Epigenetic derep 0.0%, Tau fluor counter -9%, Tau FP inhib 4%, CBFb RUNX1 block 1%, TR SRC2 fluor cs -2% and TRb-SRC2 inh -4%.
Screening COc1ccc(CNC(=O)CSc2nnc(-c3cccnc3)n2N)cc1 returned NPSR antagonist 4%, aGal spleen mod 1%, Epigenetic derep -0.2%, Tau fluor counter -3%, Tau FP inhib 8%, CBFb RUNX1 block -18%, TR SRC2 fluor cs -4% and TRb-SRC2 inh -5%.
`O=C(Cc1ccccc1F)Nc1cccc2cccnc12` gave NPSR antagonist -10%, aGal spleen mod 1%, Epigenetic derep 0.9%, Tau fluor counter 0%, Tau FP inhib -1%, CBFb RUNX1 block 9%, TR SRC2 fluor cs 1% and TRb-SRC2 inh -1%.
`COc1cc2c(cc1OC)CN(C(=O)CC1CC3CCC1C3)CC2` (stereo not given) gave NPSR antagonist inconclusive, aGal spleen mod -3%, Epigenetic derep -1.1%, Tau fluor counter -9%, Tau FP inhib 6%, CBFb RUNX1 block 7%, TR SRC2 fluor cs -1% and TRb-SRC2 inh -5%.
`COC(=O)c1ccc(CSc2nnc(SCc3ccc(C(=O)OC)o3)s2)o1` gave NPSR antagonist -2%[46.1 µM], aGal spleen mod 6%, Epigenetic derep inconclusive, Tau fluor counter -14%, Tau FP inhib -1%, CBFb RUNX1 block -3%, TR SRC2 fluor cs -7% and TRb-SRC2 inh -5%.
For Cc1ccc(F)cc1S(=O)(=O)N1CCC(c2nc3ccccc3s2)CC1 the results were Epigenetic derep 1.0%, Tau fluor counter -20%, Tau FP inhib 1%, TR SRC2 fluor cs 0% and TRb-SRC2 inh -5%.
CCOC(=O)c1cnc2c(C)cc(C)cc2c1NCCN1CCOCC1 was read as Epigenetic derep -0.8%, Tau fluor counter -9%, Tau FP inhib 2%, TR SRC2 fluor cs -9% and TRb-SRC2 inh 2%.
CCOC(=O)CN(C(=O)CSc1nnc(CNc2ccc(C)cc2C)n1CC)c1ccccc1 was read as NPSR antagonist -15%[46.1 µM], aGal spleen mod -8%, Epigenetic derep -1.0%, Tau fluor counter -13%, Tau FP inhib 6%, CBFb RUNX1 block -15%, TR SRC2 fluor cs -7% and TRb-SRC2 inh 5%.
`CCOC(=O)CCN(Cc1cccs1)S(=O)(=O)c1ccc(Cl)cc1` gave NPSR antagonist -18%[46.1 µM], aGal spleen mod -3%, Epigenetic derep 1.0%, Tau fluor counter -16%, Tau FP inhib 4%, CBFb RUNX1 block 21%, TR SRC2 fluor cs 1% and TRb-SRC2 inh 0%.
CCS(=O)(=O)CCSc1nc2ccccc2s1 was read as NPSR antagonist -19%[46.1 µM], aGal spleen mod -12%, Epigenetic derep -0.7%, Tau fluor counter -5%, Tau FP inhib -9%, CBFb RUNX1 block -5%, TR SRC2 fluor cs 1% and TRb-SRC2 inh -5%.
`O=C1Nc2ccc([N+](=O)[O-])cc2C1=Nc1cccc(CO)c1` gave NPSR antagonist 11%, aGal spleen mod -5%, Epigenetic derep 1.1%, Tau fluor counter -14%, Tau FP inhib inconclusive, CBFb RUNX1 block -8%, TR SRC2 fluor cs -9% and TRb-SRC2 inh -2%.
Cn1c(SCC(=O)Nc2cccc(S(=O)(=O)N3CCOCC3)c2)nnc1-c1ccncc1 was read as NPSR antagonist -2%, aGal spleen mod 1%, Epigenetic derep -2.4%, Tau fluor counter -6%, Tau FP inhib -6%, CBFb RUNX1 block -1%, TR SRC2 fluor cs -1% and TRb-SRC2 inh -6%.
CN(c1ccc(OCC(=O)NC2=NCCS2)cc1)S(=O)(=O)c1ccc(F)cc1 was read as NPSR antagonist 5%, aGal spleen mod 1%, Epigenetic derep 0.1%, Tau fluor counter -15%, Tau FP inhib -3%, CBFb RUNX1 block -5%, TR SRC2 fluor cs 1% and TRb-SRC2 inh -6%.
`CCOc1cc(OCC)cc(C(=O)O)c1` gave NPSR antagonist 6%[46.1 µM], aGal spleen mod 8%, Epigenetic derep -2.5%, Tau fluor counter -2%, Tau FP inhib 2%, CBFb RUNX1 block 1%, TR SRC2 fluor cs 0% and TRb-SRC2 inh -9%.
Screening CCOc1ccc(N2C(=O)CC(N(CCc3ccc(S(N)(=O)=O)cc3)C(C)=O)C2=O)cc1 (stereo not given) returned NPSR antagonist 15%, aGal spleen mod 6%, Epigenetic derep -8.5%, Tau fluor counter 1%, Tau FP inhib -5%, CBFb RUNX1 block 1%, TR SRC2 fluor cs 1% and TRb-SRC2 inh 9%.
`C=CCOC(=O)C1=C(C)Nc2ncnn2C1c1cccs1` (stereo not given) gave NPSR antagonist 1%[46.1 µM], aGal spleen mod 4%, Epigenetic derep 0.0%, Tau fluor counter -19%, Tau FP inhib -11%, CBFb RUNX1 block 1%, TR SRC2 fluor cs -3% and TRb-SRC2 inh -4%.
For Cc1ccc(S(=O)(=O)N2CCCCC2C(=O)Nc2nncs2)cc1 (stereo not given) the results were NPSR antagonist -15%, aGal spleen mod -3%, Epigenetic derep 1.1%, Tau fluor counter -21%, Tau FP inhib inconclusive, CBFb RUNX1 block 13%, TR SRC2 fluor cs -2% and TRb-SRC2 inh -10%.
O=C(/C=C/Nc1ccccc1Br)c1ccccn1 was read as NPSR antagonist -11%[46.1 µM], aGal spleen mod -2%, Epigenetic derep -3.6%, Tau fluor counter -14%, Tau FP inhib -3%, CBFb RUNX1 block -19%, TR SRC2 fluor cs -6% and TRb-SRC2 inh -14%.
COc1cccc(/C=C(\C(=O)O)c2ccccc2)c1 was read as NPSR antagonist 4%, aGal spleen mod -9%, Epigenetic derep 2.5%, Tau fluor counter 2%, Tau FP inhib -6%, CBFb RUNX1 block -5%, TR SRC2 fluor cs 1% and TRb-SRC2 inh -1%.
C=C1C2(C(=O)Nc3nccs3)CCC(C2)C1(C)C (stereo not given) was read as NPSR antagonist 1%[7.67 µM], aGal spleen mod -1%, Epigenetic derep -5.6%, Tau fluor counter 3%, Tau FP inhib -5%, CBFb RUNX1 block 0%, TR SRC2 fluor cs -1% and TRb-SRC2 inh -13%.
COc1cccc(-n2c(=O)c3c(C)c(C)sc3n(CC(=O)NCc3ccc(C)cc3)c2=O)c1 was read as Epigenetic derep -0.9%, Tau fluor counter -11%, Tau FP inhib -4%, TR SRC2 fluor cs 6% and TRb-SRC2 inh 9%.
`O=C(Nc1ccc(-c2nc3ccccc3s2)cc1)C1=COCCO1` gave NPSR antagonist 6%, aGal spleen mod -10%, Epigenetic derep -0.5%, Tau fluor counter 0%, Tau FP inhib -7%, CBFb RUNX1 block 1%, TR SRC2 fluor cs 0% and TRb-SRC2 inh 3%.
For N#Cc1ccc(NC(=O)COC(=O)CCc2nc3ccccc3c(=O)[nH]2)cc1 the results were NPSR antagonist -3%[7.67 µM], aGal spleen mod -2%, Epigenetic derep 0.0%, Tau fluor counter -11%, Tau FP inhib -3%, CBFb RUNX1 block 5%, TR SRC2 fluor cs -2% and TRb-SRC2 inh -2%.
Screening O=C(Nc1ccccc1)N1N=CCC1c1ccccc1 (stereo not given) returned NPSR antagonist 10%, aGal spleen mod -11%, Epigenetic derep -0.1%, Tau fluor counter -3%, Tau FP inhib -4%, CBFb RUNX1 block -1%, TR SRC2 fluor cs 1% and TRb-SRC2 inh 3%.
CCN(C(=O)c1cn(CC)c(=O)c2cc(OC)c(OC)cc12)c1ccccc1C was read as NPSR antagonist -13%[46.1 µM], aGal spleen mod 9%, Epigenetic derep -0.9%, Tau fluor counter -6%, Tau FP inhib 0%, CBFb RUNX1 block 6%, TR SRC2 fluor cs 3% and TRb-SRC2 inh 6%.
For Cc1cccc2cc(CN(Cc3ccc(F)cc3)C(=O)N3CCOCC3)c3nnnn3c12 the results were NPSR antagonist -7%[46.1 µM], aGal spleen mod -3%, Epigenetic derep 0.0%, Tau fluor counter -7%, Tau FP inhib -7%, CBFb RUNX1 block 6%, TR SRC2 fluor cs -3% and TRb-SRC2 inh 2%.
For CC(=O)Nc1cccc(-c2csc(NCc3ccccc3)n2)c1 the results were NPSR antagonist -44%, aGal spleen mod 14%, Epigenetic derep -2.0%, Tau fluor counter inconclusive, Tau FP inhib 15%, CBFb RUNX1 block 0%, TR SRC2 fluor cs -6% and TRb-SRC2 inh 5%.

The list is partial; count on the stated rates, not on these rows.
